Source: PubChem (National Center for Advancing Translational Sciences (NCATS))
Sm TGR block: qHTS Assay for the Inhibitors of Schistosoma Mansoni Peroxiredoxins. Schistosoma mansoni thioredoxin glutathione reductase (TGR), Q962Y6. purified TGR, DTNB reduction, TNB absorbance 405 nm. Potency, µM (titrated, usually from 114 µM), for inactives: at the top dose activity change, negative = inhibition, most hits filed as inhibitors. 3% of 360,000 active; also: potency is read from the fitted curve at half-maximal effect; nearly all actives have a fitted effect of over 60% in size
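Kinetic colorimetric format: TGR-catalysed, NADPH-driven DTNB reduction monitored via TNB absorbance. Enzyme dispensed at 20 nM; compound exposure 15 min at room temperature before reaction start.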
AmpC no deterg: qHTS Inhibitors of AmpC Beta-Lactamase (assay without detergent) | P00811 | AmpC nitrocefin hydrolysis, absorbance 480 nm, 0.0001% Triton | Potency, µM (titrated, usually from 57.1 µM), without a hit: top-dose activity change, negative = inhibition, actives largely listed as inhibitors | 0.52% of 330,000 active | AID 485341, 2010;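 also: potency is read from the fitted curve at half-maximal effect; plate controls were no compound for no effect and no enzyme for full effect; nearly all actives have a fitted effect of over 20% in size; some results filed as inactive show a strong effect at the top dose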
Target sequence (P00811 whole entry, looked up): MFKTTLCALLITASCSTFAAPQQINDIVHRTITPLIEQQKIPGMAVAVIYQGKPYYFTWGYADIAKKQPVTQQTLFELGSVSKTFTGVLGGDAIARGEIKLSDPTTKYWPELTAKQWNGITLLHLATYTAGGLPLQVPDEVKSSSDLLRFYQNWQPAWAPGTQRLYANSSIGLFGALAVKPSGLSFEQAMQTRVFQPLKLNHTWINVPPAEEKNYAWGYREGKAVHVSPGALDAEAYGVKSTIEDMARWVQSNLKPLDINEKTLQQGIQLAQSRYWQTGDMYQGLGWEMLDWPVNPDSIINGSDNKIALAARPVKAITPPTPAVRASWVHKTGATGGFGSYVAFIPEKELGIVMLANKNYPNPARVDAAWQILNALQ
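20 mM phosphate pH 7.0 + 0.01% (detergent screen) or 0.0001% Triton X-100; 5.3 nM AmpC reagent; cpd preinc 15 min RT; nitrocefin (800 uM stock) to start; A480 q20 s × 4 min; Activity was normalised to no-enzyme and no-compound control wells.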
LmPK inh: qHTS Assay for Inhibitors of Leishmania Mexicana Pyruvate Kinase (LmPK); Potency, µM (titrated, usually from 57.5 µM), for inactives: at the highest dose activity change, negative = inhibition, most hits filed as inhibitors; purified LmPK, Kinase-Glo ATP luminescence, 1 h; AID 1721, 2009; 0.37% of 290,000 active; also: potency is read from the fitted curve at half-maximal effect
Target sequence (Q27686 whole entry, looked up): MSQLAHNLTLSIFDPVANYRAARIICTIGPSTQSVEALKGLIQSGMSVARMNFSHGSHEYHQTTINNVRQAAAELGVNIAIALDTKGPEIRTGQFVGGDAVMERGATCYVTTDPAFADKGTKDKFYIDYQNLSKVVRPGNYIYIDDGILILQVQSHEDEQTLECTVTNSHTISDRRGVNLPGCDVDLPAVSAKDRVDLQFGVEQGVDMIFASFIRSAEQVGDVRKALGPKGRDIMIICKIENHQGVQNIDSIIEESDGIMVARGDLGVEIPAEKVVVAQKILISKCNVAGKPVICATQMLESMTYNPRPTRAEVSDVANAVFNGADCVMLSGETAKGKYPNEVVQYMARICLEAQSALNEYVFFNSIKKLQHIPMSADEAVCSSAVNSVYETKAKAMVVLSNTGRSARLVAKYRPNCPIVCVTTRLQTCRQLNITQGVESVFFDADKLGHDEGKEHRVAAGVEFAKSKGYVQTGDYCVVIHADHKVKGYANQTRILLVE
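Purified LmPK (0.1 nM) with 0.5 mM PEP and 0.1 mM ADP in imidazole buffer pH 7.2 with MgCl2/KCl, 1 h at room temperature. ATP formed was read by luciferase luminescence and normalized to no-enzyme and uninhibited controls.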
Tb PYK inh: qHTS of Trypanosoma Brucei Inhibitors; TbPYK enzyme, Kinase-Glo Plus ATP luminescence, 45 min; Potency, µM (doses to about 76.8 µM), inactives show at the top dose activity, negative = inhibition, actives largely listed as inhibitors; 0.12% of 410,000 active; AID 624173, 2012; also: potency is read from the fitted curve at half-maximal effect; nearly all actives have a fitted effect of over 50% in size
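ADP (130 uM final) triggers the TbPYK reaction after compound addition; incubation is 45 min at room temperature. Kinase-Glo Plus is then added and luminescence imaged. Normalized data are fitted to concentration-effect curves.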
HCMV antiviral: qHTS Assay for inhibitors of the human cytomegalovirus (HCMV); AID 1259415, 2018; activity change, negative = inhibition, % at 57.5 µM; 4.5% of 410,000 active; HFF cells, HCMV-luciferase reporter, 72 h; active compounds read low; in the data active = activity change below about -60%; inconclusive = no clear call, values can overlap the other calls; inactive = above about -39%
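Compounds were evaluated in HFFs infected with an HCMV luciferase reporter virus (MOI 1 PFU/cell). Luciferase in lysates collected 72 h post infection served as the replication measure.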
AmpC detergent: qHTS Inhibitors of AmpC Beta-Lactamase (assay with detergent). AmpC hydrolysis of nitrocefin, absorbance 480 nm, 0.01% Triton. Potency, µM (highest dose often 114 µM), inactives show at the top dose activity change, negative = inhibition, most hits filed as inhibitors. 0.041% of 370,000 active;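 also: potency is read from the fitted curve at half-maximal effect; 0% = no-compound wells and -100% = no-enzyme wells; nearly all actives have a fitted effect of over 25% in size; some results filed as inactive show a strong effect at the top dose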
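AmpC (5.3 nM in the dispensed reagent) in 20 mM phosphate pH 7.0 with 0.01% (detergent screen) or 0.0001% Triton X-100 was preincubated with compounds for 15 min at room temperature. Nitrocefin was then added from an 800 uM solution, and hydrolysis was followed at 480 nm.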
AMA1-RON2 inh: qHTS for Inhibitors of AMA1-RON; Towards Development of Antimalarial Drug Lead: Primary Screen | Plasmodium falciparum AMA1 (3D7) - RON2 peptide interaction | AlphaScreen AMA1-biotinylated RON2 peptide binding | Potency, µM (series often up to 58.2 µM), without a hit: at the highest dose activity change, negative = inhibition, actives largely listed as inhibitors | 0.2% of 360,000 active;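 also: potency is read from the fitted curve at half-maximal effect; 0% = vehicle wells and -100% = peptide control; nearly all actives have a fitted effect of over 45% in size; some results filed as inactive show a strong effect at the top dose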
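AMA1 (3D7) with his tag at 25 nM final met compounds first, then biotinylated RON2 peptide at 25 nM; detection used donor plus acceptor beads, 10 µg/mL apiece, read by AlphaScreen after 30 min at room temperature.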
Starred values were filed as active, the others as inactive; ? = inconclusive; . = not tested or not shown; [ ] = another dose, or the depositor's remark. Unless noted, calls follow the shape of the dose curve; as a rule, active = well fitted curve in the direction sought with a large enough effect; inconclusive = small, poorly fitted or top-dose-only effect, or another doubt; inactive = no such curve, though single readings can be large; an effect the other way counts as inactive or inconclusive. Unless noted, % is scaled to controls: 0 for no effect and ±100 for the full control effect.

1) CCN(CC)C(=O)[C@H]1C[C@H](CC(=O)NCCN2CCOCC2)C(=O)N2CCc3c([nH]c4cc(CCC(=O)N(C)C)ccc34)[C@]12C
2) S=C1NC(c2ccccc2)=NCN1c1ccc(Cl)cc1
3) NS(=O)(=O)c1cccc(NC(=O)COC(=O)/C(=C/c2cccs2)c2cccs2)c1
4) COc1ccccc1NC(=O)CSc1nnnn1-c1ccccc1OC
5) O=C(CN1CCN(Cc2ccc(Cl)cc2)CC1)N/N=C/c1ccccc1F
6) COc1ccc(CNC(=O)CN2C(=O)c3ccccc3S2(=O)=O)cc1

assay / entry,1,2,3,4,5,6
Sm TGR block,.,-7%,-21%,3%,2%,.
AmpC no deterg,21%,-22%,-37%,-18%,75%[activator],.
LmPK inh,.,4%,1%,1%,-1%,.
Tb PYK inh,-1%,-7%,-11%,-3%,1%,-11%
HCMV antiviral,-3,73,-32,?,-6,?
AmpC detergent,.,?,-8%,3%,0%,.
AMA1-RON2 inh,15%,-2%,-11%,-2%,4%,39%[activator]

7) Cc1ccn2cc(CSc3ccccc3)nc2c1
8) COCCNC(=O)c1cn(CCOC)c(=O)c2c1c1ccccc1n2C
9) O=C(Cn1ccc2cc(S(=O)(=O)N3CCCC3)ccc21)NCc1ccc(Cl)cc1
10) COc1cc(C(=O)NCCC(=O)NCCc2ccc(Cl)cc2)cc(OC)c1OC
11) CC1CCN(C(=O)c2scc3c2OCCO3)CC1
12) Cc1nc(S/C(C(=O)O)=C2/C(=O)Nc3ccccc32)n[nH]1

assay / entry,7,8,9,10,11,12
Sm TGR block,-1%,-2%,11%,-5%,-27%,-20%
AmpC no deterg,-32%,16%,.,-4%,0%,-37%
LmPK inh,-26%,1%,.,0%,-5%,?
Tb PYK inh,10%,-4%,4%,0%,2%,?
HCMV antiviral,-10,14,-21,-28,-63*,32
AmpC detergent,3%,4%,9%,-11%,-7%,-2%
AMA1-RON2 inh,-14%,-5%,.,20%,15%,-1%

13) CNC(=S)NCCc1c[nH]c2ccc(OC)cc12
14) Cc1ncc(CO)c(/C=N/NC(=S)Nc2ccc(C(C)C)cc2)c1O
15) O=C(N/C=C\n1cnc2cc(C(F)(F)F)ccc21)c1ccc([N+](=O)[O-])cc1
16) O=C(CN1C(=O)NC2(CCCCCCC2)C1=O)N1CCc2ccccc2C1
17) O=C(C(=O)N1CCCc2ccccc21)N1CCCc2ccccc21
18) CC(=O)NNc1cc(=O)c2c(=O)n(C)c(=O)n(C)c2[nH]1

assay / entry,13,14,15,16,17,18
Sm TGR block,.,-6%,-23%,8%,-2%,0%
AmpC no deterg,-20%,-21%,-5%,-3%,4%,-10%
LmPK inh,-2%,2%,4%,0%,2%,-3%
Tb PYK inh,0%,-19%,-7%,-3%,-2%,6%
HCMV antiviral,-18,5,56,?,-38,-11
AmpC detergent,7%,-15%,1%,-14%,9%,-12%
AMA1-RON2 inh,-17%,90%[activator],-20%,-8%,-1%,-14%

By substructure, the entries above with a Cl atom
2) S=C1NC(c2ccccc2)=NCN1c1ccc(Cl)cc1
5) O=C(CN1CCN(Cc2ccc(Cl)cc2)CC1)N/N=C/c1ccccc1F
9) O=C(Cn1ccc2cc(S(=O)(=O)N3CCCC3)ccc21)NCc1ccc(Cl)cc1
10) COc1cc(C(=O)NCCC(=O)NCCc2ccc(Cl)cc2)cc(OC)c1OC

assay / entry,2,5,9,10
Sm TGR block,-7%,2%,11%,-5%
AmpC no deterg,-22%,75%[activator],.,-4%
LmPK inh,4%,-1%,.,0%
Tb PYK inh,-7%,1%,4%,0%
HCMV antiviral,73,-6,-21,-28
AmpC detergent,?,0%,9%,-11%
AMA1-RON2 inh,-2%,4%,.,20%

The list continues:
19) Cc1cc(Br)cc2c(C(=O)Nc3c(C)n(C)n(-c4ccccc4)c3=O)cc(-c3cccs3)nc12
20) COc1ccccc1N(Cc1cc(=O)[nH]c2ccccc12)C(=O)c1cccc([N+](=O)[O-])c1
21) Cc1cccc(-c2ccc3[nH]c4c(c3c2)CCN2C[C@@H]([C@H](C)O)[C@@H](N(C)C(=O)NC3CCCCC3)C[C@@H]42)c1
22) C=CCN(c1ccccc1)S(=O)(=O)c1cccc(C(=O)Nc2nnc(SCC)s2)c1
23) COc1cc(NC(=O)c2ccc(-c3cccnc3)c3ccoc23)cc(OC)c1OC
24) O=C(NN=Cc1ccccc1O)C(O)c1ccccc1 (stereo not drawn)

assay / entry,19,20,21,22,23,24
Sm TGR block,-6%,-9%,.,-20%,.,.
AmpC no deterg,41%,53%,.,-54%,.,.
LmPK inh,1%,-2%,.,3%,.,.
Tb PYK inh,-12%,-22%,2%,-12%,2%,-9%
HCMV antiviral,-63*,-23,9,-62*,13,-15
AmpC detergent,1%,-12%,.,-25%,.,.
AMA1-RON2 inh,-5%,6%,7%,28%,41%[activator],61%[activator]

25) CC(=O)Nc1ccc(NC(=O)c2c(C)nn(-c3ccccc3)c2Cl)cc1C
26) COc1ccc(CCNC(=O)CSc2nc(C)nc3c2oc2ccccc23)cc1OC
27) Cc1ccc(OCC(=O)N2CCN(c3ccc([N+](=O)[O-])c(N4CCOCC4)c3)CC2)cc1
28) COc1ccccc1NC(=O)c1ccc(C(=O)c2ccccc2)o1
29) CCCCNC(=S)Nc1cccc(S(=O)(=O)NC2=NCCC2)c1
30) CCOC(=O)C1CCN(C(=O)CC2(CC(=O)O)CCCC2)CC1

assay / entry,25,26,27,28,29,30
Sm TGR block,-76%,0%,6%,15%,40µM*,-26%
AmpC no deterg,94%[activator],-18%,98%[activator],-11%,-17%,-49%
LmPK inh,-6%,-5%,5%,-1%,.,-5%
Tb PYK inh,5%,-9%,2%,2%,-18%,2%
HCMV antiviral,-3,23,40,-2,-7,-22
AmpC detergent,3%,-21%,3%,-7%,0%,?
AMA1-RON2 inh,-12%,6%,?,-7%,12%,-11%

One compound at a time, from the list above:
CCCCNC(=S)Nc1cccc(S(=O)(=O)NC2=NCCC2)c1 is listed as Sm TGR block = 40µM*; AmpC no deterg = -17%; LmPK inh = .; Tb PYK inh = -18%; HCMV antiviral = -7; AmpC detergent = 0%; AMA1-RON2 inh = 12%
CCOC(=O)C1CCN(C(=O)CC2(CC(=O)O)CCCC2)CC1 is listed as Sm TGR block = -26%; AmpC no deterg = -49%; LmPK inh = -5%; Tb PYK inh = 2%; HCMV antiviral = -22; AmpC detergent = ?; AMA1-RON2 inh = -11%

(more compounds)
31) O=C(NC1CCN(S(=O)(=O)c2cccc([N+](=O)[O-])c2)CC1)C1CCCCC1
32) CC(=O)C(Sc1ccc2nnc(-c3ccncc3)n2n1)C(C)=O
33) CC1CCCC(NC(=O)COC(=O)c2cccc(S(=O)(=O)N3CCCCC3)c2)C1C (stereo not drawn)
34) CCOc1ccccc1NC(=O)CCc1nnc2ccc(N3CCC4(CC3)OCCO4)nn12
35) CC1(C(=O)NCc2cccs2)CCN1C(=O)Cc1cccc2ccccc12 (stereo not drawn)
36) CCN1CCN(CC(=O)Nc2ccc(C)cc2C)C(=O)C1=O

assay / entry,31,32,33,34,35,36
Sm TGR block,-8%,8%,1%,8%,.,-2%
AmpC no deterg,1%,-16%,-21%,69%,.,-3%
LmPK inh,-2%,4%,.,2%,.,1%
Tb PYK inh,1%,-9%,6%,-6%,7%,0%
HCMV antiviral,10,-62*,-15,-19,-9,31
AmpC detergent,-4%,0%,0%,-2%,.,0%
AMA1-RON2 inh,-2%,34%[activator],-1%,-7%,13%,-1%

37) O=S(=O)(c1ccc(-c2csc(-c3cccnc3)n2)cc1)N1CCOCC1
38) CNC(=O)CSCc1cnn(-c2ccccc2)c1-n1cccc1
39) O=C(Nc1cc(C(F)(F)F)ccc1-n1cncn1)C1CC1
40) CCCCC(=O)Nc1nnc(SCC(=O)NC2CCCC2)s1
41) COc1ccc(NC(=O)CN(C)C(=O)/C=C/c2ccc(OCc3ccccc3)cc2)cc1
42) CCCNC(=O)CCC(NS(=O)(=O)c1ccc(C)cc1)C(=O)NCCC (stereo not drawn)

assay / entry,37,38,39,40,41,42
Sm TGR block,-10%,0%,0%,2%,0%,8%
AmpC no deterg,31%,9%,-3%,-28%,-13%,-9%
LmPK inh,2%,7%,.,0%,0%,0%
Tb PYK inh,0%,5%,-2%,-1%,0%,3%
HCMV antiviral,-64*,-13,-10,12,-19,5
AmpC detergent,-3%,-7%,0%,?,-14%,-13%
AMA1-RON2 inh,-3%,-12%,12%,-5%,6%,12%

43) Cc1ccc(NC(=O)NCCSc2ccc(C)cc2)cc1
44) CCSC1=C(C#N)C(CC(C)C)C2=C(CCCC2=O)N1 (stereo not drawn)
45) CCOc1cc(CN2CCN(Cc3ccc(C)o3)C(CCO)C2)ccc1OC (stereo not drawn)
46) O=C(OCC(=O)c1cccc2ccccc12)c1ccc(CO)cc1
47) C[C@H](NC(=O)C1CC(=O)N(c2ccc(F)cc2)C1)C(=O)N1CCCCC1 (stereo partly drawn)
48) NC(=O)c1cn(-c2ccccc2)nc1-c1cc2ccccc2oc1=O
49) COc1cccc(NC(c2nnc(-c3ccccc3)o2)c2ccc(F)cc2Cl)c1 (stereo not drawn)

assay / entry,43,44,45,46,47,48,49
Sm TGR block,4%,-10%,.,16%,0%,-8%,2%
AmpC no deterg,5%,-10%,7%,-10%,-13%,-16%,.
LmPK inh,1%,2%,1%,-2%,-4%,-1%,.
Tb PYK inh,-2%,-2%,2%,-9%,-15%,5%,-3%
HCMV antiviral,16,18,25,-5,-2,35,6
AmpC detergent,-14%,-9%,9%,3%,?,-11%,-4%
AMA1-RON2 inh,10%,-2%,4%,0%,7%,-14%,.

Hits appear at their usual frequency; overall some 7.4% were active at least once.
